Compound activity from PubChem.
mIDH1 inhibitor – human IDH1 R132H inhibition | O75874 | IDH1-R132H enzyme, NADPH consumption, diaphorase/resazurin fluorescence | Potency, µM (series often up to 76.6 µM), for the others: at the highest dose activity change, negative = inhibition, most hits filed as inhibitors | 390,000 compounds, 0.093% hits | AID 602179; further: on the % scale 0 is the no-effect control and ±100 the full control effect; nearly all actives have a fitted effect of over 65% in size
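IDH1-R132H (0.5 ug/mL dispensed) in pH 7.5 Tris buffer was preincubated 30 min with compound, then given a substrate mix of 0.016 mM NADPH and 2 mM alpha-KG for 80 min at room temperature; remaining NADPH was read by diaphorase/resazurin fluorescence.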
RXFP1 ag – activates the human relaxin receptor RXFP1; Q9HBX9; Potency, µM (highest dose often 57.5 µM), for the others: at the highest dose activation, hits mostly activators; HEK293T-RXFP1 cAMP TR-FRET, 30 min; response scale: percent of porcine relaxin response, buffer zero; 370,000 compounds, 0.3% hits; further: on the % scale 0 is the no-effect control and ±100 the full control effect; nearly all actives have a fitted effect of over 60% in size; many of its hits are not listed in these tables
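HEK293T cells stably expressing RXFP1 were pretreated with the PDE4 inhibitor Ro 20174, exposed to compounds for 30 min at 37C, lysed, and cAMP was read by TR-FRET. Data normalized to buffer (basal) and 29 nM porcine relaxin (100%).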
ALOX12 inh – ALOX12 (human) lipoxygenase inhibition; 580,000 compounds, 1.1% hits; Potency, µM (titrated, usually from 108 µM), inactives show top-dose activity change, negative = inhibition, hits mostly inhibitors; AID 1671190; purified 12hLO, xylenol orange hydroperoxide absorbance; P18054; further: on the % scale 0 is the no-effect control and ±100 the full control effect
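Hydroperoxide product was detected by ferrous iron/xylenol orange as the 573 to 405 nm absorbance ratio. Arachidonic acid at 40 uM (final) was turned over for 30 min at room temperature by 150 nM human 12hLO, pH 7.0 Hepes buffer, after 15 min compound preincubation.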
USP1-UAF1 inh – inhibitors of human USP1/UAF1 deubiquitinase | O94782 | recombinant USP1/UAF1, Ub-Rhodamine cleavage fluorescence | Potency, µM (titrated, usually from 57.1 µM), for the others: top-dose activity change, negative = inhibition, usual class: inhibitors | 390,000 compounds, 0.23% hits | AID 743255; further: on the % scale 0 is the no-effect control and ±100 the full control effect; nearly all actives have a fitted effect of over 60% in size; inactives centre near -12
Target sequence (O94782 whole entry, looked up): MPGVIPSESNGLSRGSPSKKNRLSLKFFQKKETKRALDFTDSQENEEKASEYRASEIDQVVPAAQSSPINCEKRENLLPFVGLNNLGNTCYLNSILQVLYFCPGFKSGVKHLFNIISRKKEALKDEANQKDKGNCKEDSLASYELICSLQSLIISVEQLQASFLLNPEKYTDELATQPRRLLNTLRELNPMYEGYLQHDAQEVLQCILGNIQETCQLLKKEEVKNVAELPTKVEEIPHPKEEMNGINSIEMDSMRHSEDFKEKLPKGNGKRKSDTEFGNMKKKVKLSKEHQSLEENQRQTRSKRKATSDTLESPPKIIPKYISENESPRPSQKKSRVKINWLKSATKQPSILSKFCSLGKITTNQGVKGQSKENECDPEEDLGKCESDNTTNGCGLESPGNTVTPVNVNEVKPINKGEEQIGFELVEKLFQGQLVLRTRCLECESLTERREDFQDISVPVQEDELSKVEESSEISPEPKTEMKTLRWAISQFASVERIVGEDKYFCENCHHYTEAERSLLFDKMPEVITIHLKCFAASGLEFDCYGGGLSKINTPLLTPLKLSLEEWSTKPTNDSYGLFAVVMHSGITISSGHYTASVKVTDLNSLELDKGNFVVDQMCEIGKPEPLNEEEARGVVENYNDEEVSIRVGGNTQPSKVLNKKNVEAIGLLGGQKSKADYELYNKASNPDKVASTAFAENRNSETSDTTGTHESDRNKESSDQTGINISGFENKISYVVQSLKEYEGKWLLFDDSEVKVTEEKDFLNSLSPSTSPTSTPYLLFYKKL
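Step one: compound is pinned into 1nM USP1/UAF1 in HEPES pH 7.8 buffer with TCEP. Step two: 15 min room-temperature incubation. Step three: Ub-Rho (150nM final) starts cleavage, tracked by fluorescence over six one-minute reads.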
Vif-APOBEC3F blk – inhibitors of Vif-A3F interaction; 390,000 compounds, 0.2% hits; HeLa A3F-eYFP + Vif (tagged APOBEC3F with the HIV-1 protein that degrades it), YFP fluorescence increase; Potency, µM (titrated, usually from 46.1 µM), for inactives: top-dose activity, negative = active; further: % of control where 0% means no effect; nearly all actives have a fitted effect of over 65% in size
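HeLa cells stably expressing Vif plus C-terminally eYFP-tagged A3F were seeded, incubated overnight at 37 deg C, dosed with compound, incubated overnight again at 37 deg C. Yellow fluorescence (Ex 488/Em 500-530) reported blocked Vif-mediated A3F-eYFP degradation.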
rTrxR1 inhibitor – rat TrxR1 inhibition; O89049; recombinant rTrxR1, NADPH fluorescence consumption, selenite substrate; Potency, µM (top dose mostly 114 µM), for inactives: at the highest dose activity change, negative = inhibition, hits mostly inhibitors; 390,000 compounds, 1% hits; further: on the % scale 0 is the no-effect control and ±100 the full control effect; nearly all actives have a fitted effect of over 65% in size
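Rat TrxR1 (90 nM in the dispensed reagent) was pre-reduced with 400 uM NADPH for 5 min at room temperature, then incubated with compound for 15 min. After 400 uM selenite was added, NADPH fluorescence (Ex 340/Em 450 nm) was followed for 8 min.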
RGS4 inh – human RGS4 inhibition | Transcreener GDP fluorescence polarization, RGS4-accelerated GTP hydrolysis | Potency, µM (top dose mostly 114 µM), for inactives: at the top dose activity change, negative = inhibition, most hits filed as inhibitors | 390,000 compounds, 0.039% hits; further: on the % scale 0 is the no-effect control and ±100 the full control effect; nearly all actives have a fitted effect of over 75% in size; some results filed as inactive show a strong effect at the top dose
Target sequence (P49798 whole entry, looked up): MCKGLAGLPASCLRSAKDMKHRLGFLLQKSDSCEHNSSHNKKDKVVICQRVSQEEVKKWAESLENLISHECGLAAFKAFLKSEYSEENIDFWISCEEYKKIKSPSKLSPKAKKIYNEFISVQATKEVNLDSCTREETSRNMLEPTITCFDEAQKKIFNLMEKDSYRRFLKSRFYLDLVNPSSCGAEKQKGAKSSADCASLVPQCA
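MLSMR compounds (23 nl, pin-transferred) preincubated 10 min at room temperature with a 500nM (2x) first reagent, then RGS4 at 900nM (2x) plus Transcreener GDP mix added; fluorescence polarization (620/688 nm) read before and after 90 min at 30 °C.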
TrxR1 substrate – is turned over as a substrate by rat TrxR1; purified TrxR1 substrate turnover, NADPH consumption readout; AID 588456; 390,000 compounds, 0.01% hits; Potency, µM (top dose mostly 114 µM), for inactives: top-dose activity change, negative = substrate turnover; O89049; further: on the % scale 0 is the no-effect control and ±100 the full control effect; nearly all actives have a fitted effect of over 50% in size
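Rat TrxR1, dispensed at 90 nM, was prereduced with 400 uM NADPH (final) for 5 min at ~22 deg C, then incubated with compound 15 min before 400 uM selenite. A first-read NADPH fluorescence drop versus no-compound background flagged substrates.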
Vif-A3G inh – inhibitors of Vif-APOBEC3G interaction | Q9HC16 | 410,000 compounds, 0.076% hits | Potency, µM (titrated, usually from 46.1 µM), without a hit: at the top dose activity, negative = active, most hits filed as inhibitors | HeLa A3G-eYFP + Vif (tagged APOBEC3G with the HIV-1 protein that degrades it), YFP fluorescence, overnight;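 further: on the % scale 0 is the no-effect control and ±100 the full control effect; nearly all actives have a fitted effect of over 60% in size; hits raise eYFP signal because A3G escapes Vif-driven loss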
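HeLa cells stably expressing Vif and C-terminally eYFP-tagged A3G, seeded overnight at 37 deg C, then exposed to compound by pintool overnight at 37 deg C. Rise in yellow fluorescence (Ex 488/Em 500-530, Acumen) marks blocked Vif-driven A3G degradation.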
An asterisk follows results filed as active; ? = inconclusive; nt = no result given; [ ] = dose if it differs, or a comment. The call rests on the fitted dose curve; in most records, active means well fitted curve in the direction sought with a large enough effect; inconclusive means small, poorly fitted or top-dose-only effect, or another doubt; inactive means no such curve, though single readings can be large; an effect the other way counts as inactive or inconclusive. Potency means the concentration at half of the fitted maximal effect. Only part of the results is shown; count on the stated rates, not on these rows.

Order of values – mIDH1 inhibitor	RXFP1 ag	ALOX12 inh	USP1-UAF1 inh	Vif-APOBEC3F blk	rTrxR1 inhibitor	RGS4 inh	TrxR1 substrate	Vif-A3G inh
> COc1ccc([C@H]2C[C@H](n3cc(C4CC4)nn3)[C@@H](O)CN2CC2CCCCC2)cc1
    17%	nt	-40%	-15%	?	nt	nt	nt	-15%
> CCc1ccc(/C=C(\Cl)c2nc3cc(Cl)ccc3c(=O)[nH]2)cc1
    -2%	1.2%	-16%	-17%	3%	-13%	-8%	-4%	0%
> Cc1cccc(N)c1SC1CCCCC1O (stereo not given)
    4%	0.3%	-27%	-21%	-9%	2%	8%	-3%	-2%
> CCOc1ccc(-c2nc(CSCC(=O)NCCc3ccc(OCC)c(OCC)c3)c(C)o2)cc1
    27%	3.9%	-29%	-12%	2%	9%[57.1 µM]	1%	0%[57.1 µM]	2%
> CC1(C)CC(=O)C2=C(C1)N1C(=C(C#N)C2c2ccccc2Cl)N=C(N)c2ccccc21 (stereo not given)
    ?	0.1%	262%[activator]	-18%	-6%	-6%[57.1 µM]	-23%	-4%[57.1 µM]	-5%
> COc1ccc(/C=C2\SC(=S)N(CCC(=O)NCCCn3ccnc3)C2=O)cc1
    2%	1.7%	-18%	-21%	-25%	17%	-22%	5%	3%
> Cc1nn(C(C)C(=O)NCCCc2ccccc2)c(=O)c2nn(-c3ccccc3)c(C)c12 (stereo not given)
    -9%	1.0%	1%	-11%	-12%	23%	22%[11.4 µM]	1%	2%
> CCN1C(=O)CSc2ccc(C(=O)NCc3ccc(OC)cc3)cc21
    6%	0.2%	-4%	1%	-2%	5%	18%	-2%	1%
> Cc1ccc(S(=O)(=O)NC2CCCC2)cc1C
    4%	0.0%	19%	-9%	-2%	7%	6%	-1%	4%
> CN(CC(=O)NCc1ccc(F)cc1)S(=O)(=O)c1ccc(Br)s1
    4%	2.2%	-24%	-16%	0%	5%[57.1 µM]	11%	-1%[57.1 µM]	0%
> CC1(C)Cc2ccccc2C(NNC(=O)c2ccc(Br)o2)=N1
    10%	nt	nt	-18%	-2%	-18%	-17%	-14%	1%
> Cc1ccc(C(C)C)c(OCC(=O)N/N=C/c2cccn2C)c1
    3%	0.0%	0%	-17%	-4%	13%	22%	-13%	-19%
> Cc1ccc(-c2csc(=S)n2CC(=O)OCC(=O)NCc2ccco2)cc1
    4%	-1.3%	?	-6%	-1%	?	-23%	-1%	-6%
> O=C(CSCc1ccc([N+](=O)[O-])cc1)N/N=C/c1cccnc1
    5%	4.3%	-2%	-4%	-14%	5%[57.1 µM]	-19%	3%[57.1 µM]	-2%
> COc1ccc(C(=O)Nc2ccccc2C(=O)NC(Cc2c[nH]c3ccccc23)C(=O)O)cc1 (stereo not given)
    -15%	-0.9%	14%	-8%	0%	6%[57.1 µM]	?	0%	-1%
> COc1ccccc1CNC(=O)CCc1nnc2ccc(NCCCN3CCCC3=O)nn12
    -6%	15%	-9%	-19%	-10%	19%	14%[11.4 µM]	9%	0%
> CN(Cc1ccccc1F)C(=O)CCCNC(=O)c1ccc(Cl)cc1
    -4%	-2.8%	278%[activator]	-22%	14%	16%[57.1 µM]	14%	8%[57.1 µM]	-7%
> CCCCn1c(N)c(N(CCOC)C(=O)c2cc(S(=O)(=O)N3CCCCC3)ccc2C)c(=O)[nH]c1=O
    -10%	1.0%	-22%	-14%	10%	12%	-3%	0%	1%
> O=C(c1ncc[nH]1)c1ccccc1Cl
    0%	0.4%	-2%	-19%	6%	1%	17%	-9%	-2%
> O=C(OCCOc1ccc(F)cc1)c1ccc(S(=O)(=O)N2CCCC2)cc1
    1%	1.3%	79%[activator]	-9%	-2%	40%[activator]	20%	-4%	3%
> c1ccc(C2C3=C(CCCC3)Nc3ncnn32)cc1 (stereo not given)
    0%	0.3%	15%	-2%	-3%	-25%	28%	5%	0%
> CCOc1ccc(CC(=O)Nc2c(C(=O)c3ccc(C)cc3)oc3ccccc23)cc1OCC
    10%	4.3%	0%	?	8%	-6%	6%	-9%	-3%
> O=C1c2ccccc2NC(c2ccc(Cl)cc2Cl)N1Cc1ccccc1 (stereo not given)
    -1%	-3.0%	0%	-17%	-1%	17%[57.1 µM]	-7%	23%[57.1 µM]	-13%
> CN(CCc1nc2ccc(Cl)cc2[nH]1)Cc1nc(CC2CC2)no1
    3%	-1.3%	19%	-8%	1%	15%	-6%	3%	0%
> CN1CCN(S(=O)(=O)c2ccc(Sc3nc4ccccc4[nH]3)c3nsnc23)CC1
    4%	-0.6%	0%	-18%	2%	-18%	13%	-5%	0%
> Cn1c(=O)c2[nH]c(NCC3CCCO3)nc2n(-c2ccccc2)c1=O (stereo not given)
    -1%	0.0%	383%[activator]	5%	nt	-8%	32%	-7%	-6%
> O=C(NCCO[N+](=O)[O-])c1cccnc1
    -17%	-0.7%	?	-17%	-2%	16%	-1%	0%	-3%
> COc1ccc(C(=O)NC2CCN(C(=S)Nc3ccc(C)c(C)c3)CC2)cc1
    14%	4.5%	-4%	-7%	3%	11%	-37%	13%	0%
> Cc1ccc2c(c1)N(CC(=O)N1CCCc3ccccc31)C(=O)CO2
    5%	0.7%	14%	-2%	1%	-14%	14%	-10%	0%
> O=C(c1ccc(N2CCOCC2)c([N+](=O)[O-])c1)N1CCN(c2ccccc2)CC1
    1%	nt	0%	-5%	-11%	-4%	10%	-6%	0%
> Cc1cc(C)c(OCC(=O)Nc2nnc(-c3ccco3)o2)c(C)c1
    1%	1.0%	8%	3%	-5%	22%[57.1 µM]	26%	3%[57.1 µM]	-1%
> COc1ccc(/C=N/NC(=O)NC23CC4CC(CC(C4)C2)C3)c(OC)c1
    -6%	-2.3%	0%	-19%	-24%	-21%	14%	-12%	-3%
> COc1c(OC(C)=O)ccc(/C=C/c2ccc3cccc(OC)c3n2)c1[N+](=O)[O-]
    ?	-2.9%	-3%	-11%	6%	-15%	32%	-20%	-5%
> CCN1CCN(S(=O)(=O)c2ccc(Cl)c(C(=O)N(CC)Cc3ccccc3)c2)CC1
    -12%	0.0%	?	-16%	-10%	5%	9%	-1%	2%
> O=S(=O)(Nc1ccc(N2CCOCC2)cc1)c1ccc2ccccc2c1
    -1%	-0.1%	-8%	-10%	-11%	-7%	-44%	-11%	-1%
> COc1cc(SC#N)ccc1N=Cc1c(C)[nH]n(-c2ccc(Cl)cc2)c1=O
    ?	2.1%	-16%	-16%	-27%	14%[57.1 µM]	-16%[11.4 µM]	1%[57.1 µM]	0%
> CC[N+]1(C)CCC(=C2c3ccccc3CC(=O)c3sccc32)CC1 (stereo not given)
    6%	2.1%	-6%	-21%	2%	7%	-25%	0%	-1%
> O=C(Nc1ccc(-c2ccc3nncn3n2)cc1)c1ccc(Br)o1
    -10%	8.1%	-2%	-9%	-4%	15%	-41%	8%	1%
> CSCC[C@H](NC(=O)c1cccs1)C(=O)N1CCC2(CC1)NCCc1[nH]cnc12
    -6%	4.2%	-4%	-28%	-8%	4%	-11%	-2%	1%
> Cc1cccc(N2CCN(C(=O)c3ccc4c(Cl)c5c(nc4c3)CCCC5)CC2)c1C
    -26%	-0.1%	-28%	-5%	0%	22%	5%	8%	2%
> COCCN(C(=S)Nc1ccc(OC)c(Cl)c1)C1CCN(C(C)=O)CC1
    5%	nt	-6%	2%	-2%	nt	nt	nt	-1%
> CCOC(=O)C1CCN(C(=O)CN2C(=O)NC(C)(c3ccc4cc(OC)ccc4c3)C2=O)CC1 (stereo not given)
    3%	nt	-28%	-12%	8%	3%	-12%	2%	6%
> CCn1c(O)c(N=NC(=O)CNC(=O)c2ccccc2F)c2ccccc21
    -1%	-0.1%	-15%	-18%	5%	-10%	-16%	-11%	-18%
> O=[N+]([O-])c1cccc2ccc(/C=C/c3ccc(C(F)(F)F)cc3)nc12
    -7%	0.2%	0%	-22%	-6%	-8%	-1%	-17%	-13%
> Cc1cccc(C(=O)N[C@H](C(=O)OCC(=O)NC2CCS(=O)(=O)C2)C(C)C)c1 (stereo not given in full)
    14%	-1.1%	?	6%	-1%	0%	27%	-6%	0%
> CCOC(=O)c1cccc(NC(=O)C2CCN(c3ncnc4c3nc3n4CCCCC3)CC2)c1
    2%	-1.5%	9%	-12%	1%	34%	12%	11%	2%
> COc1ccc(C(=O)CSc2nnc(CN3CCCCC3)n2-c2ccc(F)cc2)cc1OC
    1%	-0.8%	-16%	-10%	10%	6%[57.1 µM]	17%	7%[57.1 µM]	0%
> CN(/N=C/c1cc(Cl)cc(Cl)c1O)C(=S)NC(C)(C)C
    0%	3.7%	405%[activator]	?	-19%	8%	14%	-2%	0%
> Cc1cc(C)n2nc(C(=O)OCCOc3cccc(Br)c3)nc2n1
    3%	0.3%	1%	-7%	-5%	9%[57.1 µM]	27%	15%[57.1 µM]	0%
